# Screens deposited in PubChem by several laboratories.
# CHRM5 PAM = potentiates acetylcholine response at human M5 receptor; P08912; CHO-K1 hM5, Fluo-8 calcium, ACh EC20 PAM; 0% = ACh EC20, 100% = ACh EC100; activation, % at 3 µM; 0.3% of 360,000 active; AID 624038;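 active = activation above the run cutoff, the mean activation of all test compounds plus 3 SD, cut at about 18% in these data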
# Target sequence (P08912 whole entry, looked up): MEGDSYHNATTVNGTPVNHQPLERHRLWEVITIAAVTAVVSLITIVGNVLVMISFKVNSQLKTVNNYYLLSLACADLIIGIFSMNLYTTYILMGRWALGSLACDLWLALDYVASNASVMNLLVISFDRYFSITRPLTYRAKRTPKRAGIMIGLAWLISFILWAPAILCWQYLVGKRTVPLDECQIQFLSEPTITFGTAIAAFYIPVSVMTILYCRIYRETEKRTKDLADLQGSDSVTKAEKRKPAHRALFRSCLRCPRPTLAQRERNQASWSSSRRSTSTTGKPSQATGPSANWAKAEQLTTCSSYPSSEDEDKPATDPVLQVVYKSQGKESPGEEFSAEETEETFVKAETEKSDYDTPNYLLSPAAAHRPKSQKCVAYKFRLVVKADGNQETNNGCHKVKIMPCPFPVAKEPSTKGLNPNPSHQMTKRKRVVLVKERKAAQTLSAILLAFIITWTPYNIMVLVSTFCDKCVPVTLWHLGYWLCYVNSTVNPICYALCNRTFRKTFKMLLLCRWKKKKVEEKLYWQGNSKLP
#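 Probe or stimulus: acetylcholine, EC20 level; Assay system: human M5 receptor in CHO-K1 cells; Schedule: compound preincubation 140 s before EC20 acetylcholine addition; Technique: intracellular calcium via Fluo-8 fluorescence; Dosing: single-point, 3 µM nominal; Read-out basis: percent activation from peak-over-basal fluorescence ratio, scaled EC20-to-EC100 acetylcholine; Repeats: one well per compound, no replicates.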
# CHRM4 antagonist = CHRM4 antagonism in calcium assay; inhibition, % at 3 µM; 0.73% of 360,000 active; AID 624125; CHO-hM4 cells, ACh EC80, Fluo-8 calcium fluorescence;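 active = inhibition above its plate's cutoff, the mean inhibition of sample wells plus 3 SD, cut at about 27% in these data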;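 note: 0% = acetylcholine EC80 with DMSO and 100% = DMSO without agonist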
# M4 PAM = potentiates acetylcholine response at human M4 receptor; P08173; CHO-K1 hM4/Gqi5, Fluo-8 calcium fluorescence, ACh EC20; 0% = ACh EC20, 100% = maximal ACh; activation, % at 3 µM; 0.4% of 360,000 active;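 active = activation above its plate's cutoff, the mean activation of sample wells plus 3 SD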; note: some results filed as inactive read as strong as hits
# CRFR2-BP antag = antagonists of CRF-binding protein/CRF-R2 receptor complex; HEK293 CRF-R2/CRF-BP, CRF-induced calcium fluorescence; inhibition, % at 11.8 µM; 0.59% of 350,000 active;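 active = inhibition of the ligand-induced calcium signal above about 50% at the single tested concentration, limit read from the data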
# CRFBP-R2 agonist = CRF-BP/CRF-R2 complex agonism; HEK293 CRF-R2/CRF-BP, calcium dye fluorescence (FLIPR); percent of saturating CRF peptide response; activation, % at 13.2 µM; 0.46% of 350,000 active;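 active = activation of at least 50%, plus an integration ratio under a set limit after plate pattern correction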;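 note: plate controls were neutral control wells without compound for no effect and CRF at EC100 for full effect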
# M1 PAM = positive allosteric modulators of human M1 muscarinic receptor; P11229; CHO-K1 hM1, Fluo-8 calcium fluorescence, ACh EC20; 0% = ACh EC20, 100% = maximal ACh; activation, % at 3 µM; 0.088% of 360,000 active; in the data active = activation above about 19%, passing the limit was not always enough
# Target sequence (P11229 whole entry, looked up): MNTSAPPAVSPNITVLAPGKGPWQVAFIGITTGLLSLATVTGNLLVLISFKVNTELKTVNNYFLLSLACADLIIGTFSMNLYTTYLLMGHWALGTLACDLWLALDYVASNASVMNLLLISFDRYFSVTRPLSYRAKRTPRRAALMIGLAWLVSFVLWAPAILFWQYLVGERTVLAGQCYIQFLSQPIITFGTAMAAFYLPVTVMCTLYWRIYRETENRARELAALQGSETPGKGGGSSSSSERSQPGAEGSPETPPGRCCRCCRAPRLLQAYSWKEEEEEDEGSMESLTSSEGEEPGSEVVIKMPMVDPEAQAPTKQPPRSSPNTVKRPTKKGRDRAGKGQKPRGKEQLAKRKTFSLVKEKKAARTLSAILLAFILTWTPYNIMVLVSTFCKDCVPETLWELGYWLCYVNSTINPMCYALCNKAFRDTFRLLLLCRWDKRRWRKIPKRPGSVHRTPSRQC
# CHRM5 agonist = CHRM5 agonism in calcium assay | 0.19% of 360,000 active | CHO-K1 hM5 cells, Fluo-8 calcium fluorescence; 0% DMSO wells, 100% maximal acetylcholine response | AID 624037 | activation, % at 3 µM;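 active = activation above the run's mean over test compounds plus 3 SD, cut at about 23% in these data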;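 note: signal is peak over basal fluorescence ratio across the kinetic read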
# CHRM4 agonist = agonists of human muscarinic M4 receptor (CHRM4); P08173; CHO-K1 hM4/Gqi5, Fluo-8 calcium fluorescence; vehicle 0%, full acetylcholine response 100%; activation, % at 3 µM; 0.14% of 360,000 active; AID 624127;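 active = activation above the run mean over all test wells plus 3 SD, cut at about 32% in these data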;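 note: peak over basal fluorescence ratio per well then scaled between controls; 0% = DMSO wells and 100% = acetylcholine at EC100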
# CHRM5 antagonist = CHRM5 antagonism in calcium assay. CHO-hM5 cells, Fluo-8 calcium fluorescence, ACh EC80. inhibition, % at 3 µM. 0.59% of 360,000 active;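 active = inhibition above a per-plate cutoff, the mean of that plate's test compounds plus 3 SD, cut at about 27% in these data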;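 note: 0% = acetylcholine EC80 with DMSO and 100% = DMSO without agonist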
# * marks the source's active call; other numbers are inactive results; nt = not tested or not shown; & = joins results of further samples.
SMILES,CHRM5 PAM,CHRM4 antagonist,M4 PAM,CRFR2-BP antag,CRFBP-R2 agonist,M1 PAM,CHRM5 agonist,CHRM4 agonist,CHRM5 antagonist
CCOc1ccc(Nc2nc(N(C)c3ccccc3)nc(N)c2[N+](=O)[O-])cc1,-12,12,-6,-40,-0.2,-5,0,18,21
CC(=O)c1c(C)[nH]c(C(=O)CSc2nc3ccc(C)cc3[nH]2)c1C,0,-7,0,-56,0.0,1,0,12,7
Cc1ccc(CN2C(=NC(=O)CCC(=O)O)SC3CS(=O)(=O)CC32)cc1 (stereo not given),2,12,13,4,1.1,9,-5,1,1
Nc1nc(NCc2ccccc2)nc(Nc2cccc(F)c2)c1[N+](=O)[O-],1,-2,11,-17,-0.6,9,1,0,-3
COCC(C)n1c(-c2ccc3c(c2)NC(=O)CO3)csc1=Nc1ccc(OC(F)F)cc1 (stereo not given),-7&-4,-4&1,1&12,-4&15,0.4&1.7,-6&-5,2&2,3&0,12&8
CCCCc1cc(=O)oc2c(C)c(OCC(=O)N3CCCC3)ccc12,-1,-9,10,5,0.7,12,-1,3,-14
COc1ccc(OC)c(NC(=O)CSc2nnc(Cc3cccn3C)n2CCc2ccccc2)c1,-1,3,-11,-22,-3.8,-8,-3,2,3
COc1cc(NC(=O)CN2CCN(c3ccccc3O)CC2)c(C)cc1[N+](=O)[O-],-14,-6,-6,-4,0.2,1,3,12,15
CCOc1ccccc1NS(=O)(=O)c1ccc(Br)s1,-8,-12,0,-21,1.5,-4,-4,0,14
CC1(C)CC(Cc2ccc(C(F)(F)F)cn2)N(C(=O)OC(C)(C)C)C1 (stereo not given),4,-1,7,nt,nt,nt,1,1,-2
CCOCCCNC(=O)c1cccc(OC2CCN(S(C)(=O)=O)CC2)c1,-4,1,0,-12,-0.8,11,4,2,-10
Cn1c(=O)oc2cc(S(=O)(=O)N3CCN(c4ccccn4)CC3)ccc21,-1,-7,6,21,-3.6,2,1,0,-3
CCOc1ccccc1NC(=O)c1ccc2c(=O)n3c(nc2c1)CCCCC3,0,-5,11,7,-1.7,-3,-5,5,-5
O=C(CN1C(=O)CCC1=O)Nc1cccc2c1C(=O)NC2=O,2,-7,5,19,-0.9,8,0,4,2
COc1ccc(S(=O)(=O)N2CCCCCC2)cc1NC(C)C(=O)Nc1ccc(NC(C)=O)cc1 (stereo not given),2,-16,9,8,-1.7,6,1,1,-2
COc1ccc2nc(NC(=O)CN3C(=O)NC4(CCCC4)C3=O)sc2c1,-7,5,9,-10,1.5,6,-1,1,4
CN1C(=O)S/C(=C/c2ccccc2OCc2ccc(C(=O)O)cc2)C1=O,-6,9,-1,10,-0.6,-2,-1,1,6
CCOC(=O)N1CCN(CC(=O)c2ccc(O)c(C)c2O)CC1,-3,-1,-2,10,-0.7,-2,1,0,20
COc1ccc(N(C(C)C(=O)N2CCC(Cc3ccccc3)CC2)S(C)(=O)=O)cc1 (stereo not given),-12,5,-4,3,-5.3,1,6,11,17
COc1ccc(-n2cc(CNCCN3CCOC3=O)c(-c3ccccc3Cl)n2)cc1,-1,-12,-3,-9,0.7,-5,0,3,4
CN1CCCN(C(=O)c2ccc(Cl)cc2)CC1,1,-6,2,7,0.2,5,-4,0,11
Cc1ccccc1CSc1nnc(Cn2c(=O)sc3ccccc32)n1C,0,-9,6,-14,-1.4,9,0,1,1
COc1ccc(CNC(=O)O[C@H]2C[C@@H]3C(=O)N(c4ccccc4)C(=O)[C@@H]3[C@@H]3CN(S(=O)(=O)c4ccc(C)cc4)C[C@]23O)cc1OC,6,-3,3,7,0.1,1,-2,0,1
COc1ccc(/C=C/C(=O)Nc2cc(F)ccc2C)cc1S(=O)(=O)N1CCOCC1,1,-12,-7,-9,1.1,7,-2,4,7
O=C(CC1(O)C(=O)N(CCc2ccccc2)c2ccccc21)c1ccco1 (stereo not given),-7,-10,3,-12,-0.2,7,0,3,7
COc1ccc(OC)c(S(=O)(=O)Nc2cc3c4c(c2)CCN4C(=O)CC3)c1,0,-16,10,-3,1.0,13,-1,1,3
Cc1noc(C)c1S(=O)(=O)N(C)C[C@H]1Oc2ccc(NC(=O)CCC(F)(F)F)cc2C(=O)N([C@H](C)CO)C[C@@H]1C,3,-18,14,-6,-0.1,6,0,2,-7
COCC1CCN(Cc2cn[nH]c2-c2cc3ccccc3o2)C1 (stereo not given),1,6,-4,-25,-3.2,-2,-5,1,10
COc1cc(C(=O)NNC(=O)C2CC2)cc(OC)c1OC,6,-7,8,-11,1.8,11,1,0,-9
COc1ccc(CCNC(=O)C2CCN(Cc3nc(-c4ccccc4C)oc3C)CC2)cc1OC,-5,1,3,-25,-1.0,2,5,6,2
COc1ccccc1Nc1ccc(NC(=O)c2cccc([N+](=O)[O-])c2C)cc1,-5,5,-9,5,0.2,-8,0,7,5
OC[C@@H]1CN(Cc2ccc3c(c2)OCO3)C[C@H](n2cnc3c(N4CCCC4)ncnc32)O1,-7,-24,1,nt,nt,1,2,6,10
COc1ncccc1-c1nnn(-c2ccc(Cl)nc2)n1,14,-10,4,5,0.1,4,1,2,-6
O=C(NC(=S)Nc1ccc(F)c(Cl)c1)C1CC1,-1,-5,8,5,0.2,7,-7,-2,0
CCOc1cc(/C=C(/C#N)c2ccc(F)cc2)ccc1OCc1ccc(C(=O)O)o1,4,-5,27,24,-0.7,23*,3,-1,-19
Cc1ccccc1C(=O)O/N=C(\c1ccccc1)c1ccccn1,6,-4,22*,15,-2.0,6,-2,3,-6
O=C(N/N=C/C1CC=CCC1)c1cc(Br)ccc1O (stereo not given),-2,-2,4,15,2.3,4,-3,2,6
OCC[C@@H]1C[C@H](O)[C@@H](O)[C@]2(OCc3cc(Cl)ccc32)O1,6,-10,1,nt,nt,6,1,0,-6
CCOc1ccc(NC(=O)C(C)SC(N)=O)cc1 (stereo not given),1,-3,-1,-6,0.0,-1,-2,1,1
Cc1ccc(NC(=O)COC(=O)CCc2c(C)nc3ncnn3c2C)cc1,9,-5,8,-5,-1.3,-1,0,0,7
CCCCCCn1c(N)c(C#N)c2ccc([N+](=O)[O-])cc2c1=O,2,5,-6,-2,6.5,8,-1,1,3
COc1ccc(-c2csc(C(NC(C)=O)c3ccccc3)n2)cn1 (stereo not given),0,-4,0,nt,nt,9,0,0,-14
CCNC(=O)C1(C)CCCN(C(=O)c2sccc2C)C1 (stereo not given),3,-19,5,nt,nt,17,-2,1,15
CCC(=O)Nc1ccccc1C(=O)N1CCCC1,-3,-1,5,-9,1.6,-1,-4,0,1
O=C(NCCN1CCNC1=O)C1CCC(=O)N(CCc2ccccc2)C1 (stereo not given),3,-5,2,2,0.6,8,-3,0,1
O=C(NCc1nnnn1-c1ccc(F)c(F)c1)c1ccc2ccccc2c1,-3,-6,-2,-8,-1.3,3,-1,4,6
CS(=O)(=O)N(CC(=O)Nc1ccccc1Sc1ccccc1)C1CCCCC1,-2,7,2,-35,10,7,-2,0,8
Cn1nc(C(=O)N2CCN(c3ccccc3)CC2)c2c1-c1ccccc1S(=O)(=O)C2,-5,-7,-1,7,-0.9,9,-2,10,5
Cc1c(C(=O)N2CCOCC2)sc(NC(=O)C(C)C)c1C#N,-2,7,-5,1,-1.7,-1,-2,1,10
O=C(CN1CCN(Cc2ccccc2Cl)CC1)N/N=C/C=C\c1ccccc1[N+](=O)[O-],8,-8,-6,-12,-1.1,7,-1,6,-17
Cc1cccc(NC(=O)COC(=O)C2C3CC4OC(=O)C2C4C3)c1C (stereo not given),5,-5,-1,9,0.1,18,-1,0,1
OC(c1ccc(Cl)cc1)c1ncc(-c2ccccc2Cl)[nH]1 (stereo not given),-6,5,-4,nt,nt,-2,2,3,13
COc1cccc(NC(=O)c2cc(Cl)nnc2Cl)c1,8,-7,24*,6,-1.6,7,-5,4,0
COc1ccccc1Oc1cn[nH]c1-c1ccc(O)cc1O,2,-5,3,-2,-1.8,4,5,4,0
O=C(NCCc1ccccc1)c1cnc2sccn2c1=O,-1,-16,9,21,-2.1,15,0,3,-3
COc1ccc(/C=C(/NC(=O)c2ccccc2)C(=O)NCC2CCCO2)cc1 (stereo not given),-2,9,-6,17,-0.5,7,-1,1,10
CCOC(=O)C(=O)NC(C)c1ccccc1 (stereo not given),-5,0,-5,16,-1.7,2,2,1,-2
CCOc1ccc(Cc2c(Cl)nc(SC)nc2N(C)C)cc1,-5,-5,-5,20,0.3,-2,-1,-1,-7
OC1c2c(F)cccc2N=C2CCCCN21 (stereo not given),3,-4,5,nt,nt,-3,2,0,-7
CCOc1cc2c(cc1OCC)CN(CC(=O)Nc1ccccc1C(=O)NC1CC1)CC2,-1,4,13,4,-0.2,6,3,1,11

# The list goes on.
SMILES,CHRM5 PAM,CHRM4 antagonist,M4 PAM,CRFR2-BP antag,CRFBP-R2 agonist,M1 PAM,CHRM5 agonist,CHRM4 agonist,CHRM5 antagonist
COc1ccc(S(=O)(=O)Cc2ccc(C(=O)N3CC(C)CC(C)C3)o2)cc1 (stereo not given),-2,-31,-2,7,-1.4,3,-2,3,-7
COc1cc(CCC(=O)OCC(=O)N2CCc3ccccc32)cc(OC)c1OC,4,4,2,-7,1.1,13,-1,3,4
CNc1c(NS(=O)(=O)c2ccc(Cl)s2)c(=O)oc2ccccc12,1,-16,-2,1,-0.2,4,3,8,7
CC(=O)N1CCOc2ccc(S(=O)(=O)NCCc3ccc(C)cc3)cc21,-4,1,-5,-6,-2.1,0,5,6,1
O=C1CCCC/C1=C\Nc1ccc(O)cc1,1,-4,1,1,0.8,10,1,0,-13
Cc1ccc(C)c(S(=O)(=O)Nc2ccc(O)c(C(=O)O)c2)c1,6,-1,0,0,-0.1,5,1,1,1
C=CCn1c(=O)c(C(=O)Nc2ccccc2C(=O)OCC)c(O)c2ccccc21,-2,-1,13,-12,0.4,10,3,0,-7
CC(C)C[C@@H](CNCC(=O)[C@H](Cc1c[nH]c2ccccc12)NC(=O)c1[nH]cnc1C(=O)N[C@@H](C)CN)NC(=O)c1nc[nH]c1C(=O)N[C@@H](Cc1ccccc1)C(=O)O,-3,-6,5,-5,-1.1,7,1,0,2
CC(C)C[C@H]1CN=C(Nc2ccccc2)N1CCCC1CCCCC1,3,16,-3,-11,3.1,-4,9,14,13
CCC(C)(C)n1nnnc1C(c1cccnc1)N1CCC(Cc2ccccc2)CC1 (stereo not given),0,4,2,-26,3.8,0,2,1,8
COC(=O)CCc1n[nH]c(=O)[nH]c1=O,3,-6,-2,18,5.8,1,2,0,2
CN1CCN(c2cc(=O)n(C3CCCCC3)c(=O)[nH]2)CC1,-3,-6,1,-7,11,1,0,1,1
COc1cccc(C(O)c2cnc(C(C)C)n2C)c1OC (stereo not given),-2,0,-7,2,0.4,5,-7,0,-3

# 3 entries from above, with values under each structure:
# The line under a structure holds: CHRM5 PAM	CHRM4 antagonist	M4 PAM	CRFR2-BP antag	CRFBP-R2 agonist	M1 PAM	CHRM5 agonist	CHRM4 agonist	CHRM5 antagonist
CN1CCCN(C(=O)c2ccc(Cl)cc2)CC1
  1	-6	2	7	0.2	5	-4	0	11
Cc1ccccc1CSc1nnc(Cn2c(=O)sc3ccccc32)n1C
  0	-9	6	-14	-1.4	9	0	1	1
COc1ccc(CNC(=O)O[C@H]2C[C@@H]3C(=O)N(c4ccccc4)C(=O)[C@@H]3[C@@H]3CN(S(=O)(=O)c4ccc(C)cc4)C[C@]23O)cc1OC
  6	-3	3	7	0.1	1	-2	0	1
